High-throughput results deposited in PubChem by Sanford-Burnham Center for Chemical Genomics.
Hep lipid drop – inhibitors of hepatocyte lipid droplet formation, primary screen, imaging, high-throughput imaging, BODIPY stain. AML12 mouse hepatocytes, oleate lipid droplets. inhibition, % at 6.5 µM. hit rate 0.4% among 240,000. AID 1656, 2009;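 active = lipid droplet intensity inhibited by at least 50%, with more than 500 cells counted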
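Material: mouse AML12 hepatocyte cell line, fixed after treatment; Timing: compound with oleate, overnight; Technique: high-content imaging of BODIPY-stained droplets and DAPI nuclei; Probe or stimulus: oleate, 100 µM final; Dosing: compound at 6.5 µM only.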
Hep lipid drop cells 6.5 µM – further read-out of Hep lipid drop, marked with its call; cell count; measured here: cell count, cytotoxicity flag;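 cells counted across two imaged fields per well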
Numbers without * were called inactive. These rows are one share of the data. The share of hits here may be higher or lower than overall.

Each structure is followed by: Hep lipid drop	Hep lipid drop cells 6.5 µM
> O=C1C2C3C=CC(CC3)C2C(=O)N1c1ccc(Cl)cc1 (configuration not stated)
  -2.2	820
> CCCc1ccc(-c2ccc(-c3noc(-c4ccncc4)n3)cc2)nc1
  -1.7	816
> Cn1ncc([N+](=O)[O-])c1C(=O)Nc1cccc2ccccc12
  9.7	749
> CCOc1ccccc1N(CC(=O)NCCSc1ccccn1)S(=O)(=O)c1ccc(C)cc1
  -36.9	815
> COC(=O)c1cc(C(=O)N2CCN(c3ncccn3)CC2)cc([N+](=O)[O-])c1
  13.7	830
> CC(Sc1ccccc1)C(=O)N1CCN(S(=O)(=O)c2ccccc2C(F)(F)F)CC1 (configuration not stated)
  -1.7	610
> O=C(Nc1ccc(Cl)c(Cl)c1)C1C2C=CC3(O2)C1C(=O)N(CCN1CCCCC1)C3C(=O)NC1CCCCC1 (configuration not stated)
  -12.5	799
> Cc1ccc(O)c(NC(=O)c2cc(-c3ccccc3)on2)c1
  -1.6	735
> Cc1ccsc1C(=O)NCCc1ccc(S(N)(=O)=O)cc1
  8.2	752
> COc1ccc(CNC(=O)C2CCC(=O)N(CC3CCCCC3)C2)cc1 (configuration not stated)
  -38.1	658
> Cc1cc(C(=O)N2CCCC(N3CCN(c4cccc(C(F)(F)F)c4)CC3)C2)n[nH]1 (configuration not stated)
  12.9	675
> CC(C)Oc1ccc(C(=O)Nc2ncn[nH]2)cc1
  25.9	802
> C/C=C/c1ccc(OCC(O)CNCCc2ccc(OC)cc2)c(OC)c1 (configuration not stated)
  -12.0	819
> Cc1ccc(C(=O)N2CCCC2)cc1S(=O)(=O)N1CCCCC1
  4.0	667
> COc1ccc(C(=O)O/N=C(\N)c2ccccn2)cc1
  66.0*	843*
> COc1cc(C(=O)Nc2c(C(=O)N3CCOCC3)oc3ccccc23)cc(OC)c1OC
  -2.3	677
> COc1ccc(CNc2ccc(Cl)cc2)cc1Cn1ccnc1
  -3.4	761
> O=C(Cc1ccc(F)cc1)N1CCC(CC2CC(c3cccc(Br)c3)=NO2)(C(=O)NCC2CCCCC2)CC1 (configuration not stated)
  -0.3	744
> Cc1ccc2c(c1)N(C(=O)CCC(=O)N1CCN(c3ccccn3)CC1)CC(C)O2 (configuration not stated)
  -27.1	778
> CCN(C(=O)CN1C(=O)S/C(=C\c2ccc(F)cc2)C1=O)C1CCS(=O)(=O)C1 (configuration not stated)
  6.6	777
> COc1cccc(NC(=O)NC2CCN(CC(=O)Nc3ccccc3[N+](=O)[O-])CC2)c1
  4.1	707
> Cc1cccc(NC(=O)C2CCN(C(=O)c3ccco3)CC2)c1C
  -9.5	830
> CC1CCN(CCNC(=O)C2CCCN(S(=O)(=O)c3cccc4nsnc34)C2)CC1 (configuration not stated)
  -0.4	767
> Cc1ccccc1N1CCN(C2CCCN(C(=O)c3cc(C(C)C)[nH]n3)C2)CC1 (configuration not stated)
  -2.1	811
> COC(=O)C1CCCCN1C(=O)c1ccc2oc(C(C)C)nc2c1 (configuration not stated)
  -4.6	800
> NC(=O)CSc1nnc(NC(=O)c2ccc(Br)o2)s1
  -0.3	734
> CCn1c(/C=C/c2ccccc2F)nc2ccccc2c1=O
  13.2	796
> NC(=O)c1nsc(C(=O)N(Cc2ccco2)C(C(=O)NCc2ccc(F)cc2)c2ccc(O)cc2)c1N (configuration not stated)
  2.1	736
> CCOc1ccccc1NC(=O)CN1C(=O)COc2ccc(C)cc21
  -0.8	803
> O=C(CC(=O)Nc1cccnc1)Nc1cccnc1
  -4.9	817

2 entries picked at random from those above:
Each structure is followed by: Hep lipid drop	Hep lipid drop cells 6.5 µM
> COc1ccc(CNC(=O)C2CCC(=O)N(CC3CCCCC3)C2)cc1 (configuration not stated)
  -38.1	658
> COC(=O)C1CCCCN1C(=O)c1ccc2oc(C(C)C)nc2c1 (configuration not stated)
  -4.6	800

Grouped by structure, those above with two or more sulfur atoms (six)
Each structure is followed by: Hep lipid drop	Hep lipid drop cells 6.5 µM
> CCOc1ccccc1N(CC(=O)NCCSc1ccccn1)S(=O)(=O)c1ccc(C)cc1
  -36.9	815
> CC(Sc1ccccc1)C(=O)N1CCN(S(=O)(=O)c2ccccc2C(F)(F)F)CC1 (configuration not stated)
  -1.7	610
> Cc1ccsc1C(=O)NCCc1ccc(S(N)(=O)=O)cc1
  8.2	752
> CCN(C(=O)CN1C(=O)S/C(=C\c2ccc(F)cc2)C1=O)C1CCS(=O)(=O)C1 (configuration not stated)
  6.6	777
> CC1CCN(CCNC(=O)C2CCCN(S(=O)(=O)c3cccc4nsnc34)C2)CC1 (configuration not stated)
  -0.4	767
> NC(=O)CSc1nnc(NC(=O)c2ccc(Br)o2)s1
  -0.3	734

Additional structures:
Each structure is followed by: Hep lipid drop	Hep lipid drop cells 6.5 µM
> CCOc1ccccc1CNC(=O)c1ccc(NC(=O)C2=C(C)OCCS2)cc1
  -2.3	694
> CCc1nc(N2CCN(C(C)=O)CC2)c2c3c(sc2n1)CC(C(C)(C)C)CC3 (configuration not stated)
  -4.1	768
> COc1ccc(OC)c(NC(=O)C2CCCN(S(C)(=O)=O)C2)c1 (configuration not stated)
  15.9	856
> COC(=O)c1ccc(OC)c(CN2CCCN(Cc3ccc(F)cc3)S2(=O)=O)c1
  -47.1	680
> CC(NCc1ccc(OCC(N)=O)cc1)C12CC3CC(CC(C3)C1)C2 (configuration not stated)
  2.0	805
> C=CCN(C(=O)c1csnn1)C(C(=O)NC1CCCC1)c1ccc(Cl)cc1 (configuration not stated)
  -14.5	821
> O=C(O)c1cccc(CN2C(=O)c3ccccc3C2=O)c1
  -3.3	806
> COc1cccc(/C=C2\SC(=S)N(CCCC(=O)N(CCO)c3ccccc3)C2=O)c1
  -28.1	786
> O=[N+]([O-])c1cccc(-c2nnc3n2CCCCC3)c1
  -6.5	809
> Cc1ccccc1NC(=O)CSc1nc2ccccc2c(=O)n1CC1CCCO1 (configuration not stated)
  -21.9	751
> CC(C)CNC(=O)COCc1cc(-c2ccc3c(c2)OCO3)on1
  5.1	839
> Cc1cccc(OCC(=O)NC(=S)Nc2ccccc2N2CCOCC2)c1C
  0.7	800
> CCN(CC)S(=O)(=O)c1ccc2c(c1)N(CC(=O)NCCN1CCOCC1)C(=O)CO2
  3.6	717
> Cc1ccc2nccc(C(=O)N3CCCC(Nc4ccc(F)cc4)C3)c2c1 (configuration not stated)
  -21.2	837
> COc1ccc(OC)c(N/C(N)=N/c2nc(C)cc(C)n2)c1
  -7.7	857
> COc1ccc(C(=O)NCC(=O)N2CCNC(=O)C2)cc1OC
  22.5	781
> O=C(CCC(=O)N(CC(=O)NC1CCCC1)c1ccc(F)cc1)Nc1nccs1
  15.6	849
> Cc1cccc(NC(=O)Nc2ccc(F)cc2)n1
  9.0	725
> Cc1ccc(N2CCN(S(=O)(=O)c3ccc4c(c3)oc(=O)n4C)CC2C)cc1 (configuration not stated)
  17.1	676
> COc1ccccc1NC(=O)C1CCN(C(=O)c2ccco2)CC1
  17.1	871
> Cc1cc(-c2nnc(SCC(=O)Nc3c(C)cccc3C)n2N)n[nH]1
  2.1	653
> COc1ccc(-c2nc(CS(=O)CC(=O)NC3CCCC(C)C3C)c(C)o2)cc1OC (configuration not stated)
  6.2	750
> C=CCC(=O)NC1CC(C)(C)Cc2c1cnn2-c1ccccc1C (configuration not stated)
  8.8	799
> O=C(CCS(=O)(=O)c1cc2c(cc1Cl)NC(=O)CO2)NCCc1ccccc1
  1.1	713
> COc1ccc(-c2nc3ccc(C(=O)NCC(OC)OC)cc3nc2-c2ccc(OC)c(OC)c2)cc1OC
  7.4	777
> CCN(CC)CCN(C(=O)CCS(=O)(=O)c1ccccc1)c1nc2c(C)cc(C)cc2s1
  -1.9	841
> CCOC(=O)C1CCN(Cc2cc(=O)oc3cc(C)c(Cl)cc23)CC1
  -1.0	801
> C=CCn1c(SC(F)F)nc2scc(-c3ccco3)c2c1=O
  -6.0	751
> COc1ccc(/C=N/NC(=O)C(=O)N2CCCCCC2)cc1
  6.4	805
> Cc1ccc2c(c1)cc1c(=O)n(CC(=O)N(C)c3ccccc3)nc(C)n12
  18.5	677

Complete entries, looked up by structure.
O=C(CCS(=O)(=O)c1cc2c(cc1Cl)NC(=O)CO2)NCCc1ccccc1 as listed: Hep lipid drop = 1.1; Hep lipid drop cells 6.5 µM = 713
CCN(C(=O)CN1C(=O)S/C(=C\c2ccc(F)cc2)C1=O)C1CCS(=O)(=O)C1 (configuration not stated) as listed: Hep lipid drop = 6.6; Hep lipid drop cells 6.5 µM = 777
CCN(CC)CCN(C(=O)CCS(=O)(=O)c1ccccc1)c1nc2c(C)cc(C)cc2s1 as listed: Hep lipid drop = -1.9; Hep lipid drop cells 6.5 µM = 841

(listing goes on)
Each structure is followed by: Hep lipid drop	Hep lipid drop cells 6.5 µM
> Cc1ccc(SC[C@H](Cc2ccccc2)N2CC[C@@H](C)CCC2=O)cc1
  -24.7	771
> CCCN(CC(=O)Nc1ccccc1OC)C(=O)c1cc(S(=O)(=O)NCc2ccccc2)ccc1C
  -10.1	813
> CCCN1CCc2c(sc3nc(SCC)n(-c4ccccc4)c(=O)c23)C1
  -0.2	799
> CCCC(=O)NC(c1ccc(C)cc1)c1ccc2cccnc2c1O (configuration not stated)
  -37.8	589
> CCN1CCN(C(=O)CN2C(=O)COc3ccc(S(=O)(=O)N4CCOCC4)cc32)CC1
  -6.8	742
> CCC(C)(C)n1nnnc1C(c1ccccc1OC)N1CCN(C(=O)c2ccco2)CC1 (configuration not stated)
  -5.8	867
> O=C(NNCc1ccc(O)cc1)c1ccccc1Cl
  5.9	788
> Cc1ccc(/C(O)=C2\C(=O)C(=O)N(C)C2c2cccc([N+](=O)[O-])c2)cc1 (configuration not stated)
  -0.2	813
> O=C(CNC(=O)c1cccc(F)c1)N/N=C/c1cccs1
  18.6	735
> COC(=O)C1CN(C(=O)COc2cc(C)c(Cl)c(C)c2)c2ccccc2O1 (configuration not stated)
  -0.1	840
> CN(CC(=O)Nc1cccc(S(=O)(=O)N(C)C)c1)Cc1ccccc1
  0.4	785
> CCC(C(=O)NCc1ccco1)n1nc(C)c2c(C)n(-c3ccc(C)cc3)nc2c1=O (configuration not stated)
  48.8	654
> Cc1ccc(-n2ccc(=O)c(C(=O)Nc3ccc(S(=O)(=O)Nc4nccs4)cc3)n2)cc1
  -4.4	688
> COc1ccc(/C=C/c2cccc[n+]2C)c(O)c1
  -2.3	801
> COCCN1CCN(C(=O)C2CCC(=O)N(CCc3ccc(Cl)cc3)C2)CC1 (configuration not stated)
  3.1	798
> COc1ccc(CNC(=O)Cn2nc([N+](=O)[O-])c(Br)c2C)cc1
  -2.5	845
> O=C(NCc1cccc(F)c1)c1ccc2nc(N3CCOCC3)sc2c1
  -7.5	751
> CCCc1ccc2oc(C(=O)N(C)Cc3ccn[nH]3)c(C)c2c1
  -0.4	789
> CC(C)COc1cccc(C(=O)Nc2ccc(CN3CCOCC3)cc2)c1
  11.9	407
> COCCNC(=O)[C@H]1N2C(=O)c3c(ccc(OC)c3OC)C2SC1(C)C (some centres not stated)
  7.7	834
> COc1cc(C(C)=O)ccc1OCc1cc(C(=O)N(C)CCC2CCCCO2)no1 (configuration not stated)
  -1.5	658
> CCCc1ccc2oc(C(=O)NCCN3CCCC(C(N)=O)C3)c(C)c2c1 (configuration not stated)
  -6.9	633
> O=C(CCC(=O)N(CC(=O)NC1CCCC1)Cc1ccccc1Cl)Nc1nccs1
  10.3	827
> COc1ccc(CCN2CCCn3c2nc2c3c(=O)[nH]c(=O)n2C)cc1OC
  -3.3	796
> CCn1c(C)c(C)c2cc(C(=O)NCCc3ccco3)ccc21
  -5.2	759
> CC(=O)c1ccc(NC(=S)N2CCN(c3ccccn3)CC2)cc1
  -3.3	793
> CC1CCCN(C(=O)CN(C)S(=O)(=O)c2cccc3nsnc23)C1 (configuration not stated)
  -2.5	706
> CCC(=O)N1CCc2cc(Br)cc(S(=O)(=O)NCCCN(C)Cc3ccccc3)c21
  -1.4	783
> COc1ccc(N2CCN(C(=O)c3ccc(CNS(=O)(=O)c4cc(C)ccc4C)cc3)CC2)cc1
  -35.1	656
> O=C(CCOc1ccccc1)Nc1ccnn1C1CCN(Cc2ccc(F)cc2)CC1
  22.4	832

Reprinted from the part before: 2 compounds; new compounds follow.
Each structure is followed by: Hep lipid drop	Hep lipid drop cells 6.5 µM
> COc1ccc(N2CCN(C(=O)c3ccc(CNS(=O)(=O)c4cc(C)ccc4C)cc3)CC2)cc1
  -35.1	656
> O=C(CCOc1ccccc1)Nc1ccnn1C1CCN(Cc2ccc(F)cc2)CC1
  22.4	832
> O=C1CN(C(=O)c2cccc(Br)c2)c2ccccc2N1
  3.8	759
> CSC[C@H](NC(=O)COc1cc2c(c3oc(=O)cc(C)c13)CCC(C)(C)O2)C(=O)O
  5.9	716
> O=C(Cc1ccccc1[N+](=O)[O-])NC1CC2CCC1C2 (configuration not stated)
  11.3	844
> O=C(NCCCN1CCOCC1)C(=O)NCC1OCCCN1S(=O)(=O)c1cc(F)ccc1F (configuration not stated)
  -4.4	738
> Cc1cc(=O)oc(C)c1C(=O)N[C@@H](Cc1ccccc1)C(=O)O
  -13.8	807
> CCN(CC)C(=O)Cn1nc(-c2ccc(Cl)cc2)c2ccccc2c1=O
  -10.7	807
> COc1ccc(CNC(=O)[C@@H](NC(=O)C2CCN(S(=O)(=O)c3ccc(C)cc3)CC2)C(C)C)cc1OC
  10.8	735
> O=C(NCc1ccccn1)c1ccc2nc(C3CCCCC3)oc2c1
  2.1	738
> O=C(NCC1CCCO1)c1cccc(NC(=O)c2ccccc2)c1 (configuration not stated)
  0.1	657
> COc1ccccc1NC(=O)CCC(=O)Nc1nnc(C2CCCCC2)s1
  10.1	685
> Fc1cc(Cl)ccc1NC1=NCCCCC1
  -7.9	789
